Compound activity from PubChem BioAssay.
FXIa inh 1536 = inhibitors of human coagulation factor XIa. P03951. purified FXIa, Boc-Glu-Ala-Arg-AMC fluorogenic substrate. inhibition, % at 5 µM. actives 0.14% (n = 220,000). AID 798;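 active = inhibition of at least 40%; inactive = inhibition below 40%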;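 also: fluorescence of freed AMC excited at 355 nm; 0% = enzyme without compound and 100% = no enzyme blank; many of its hits are not listed in these tables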
Runt-CBFb FRET = Runt domain-CBFb interaction inhibition; Q01196+Q13951; Cerulean-Runt/Venus-CBFb FRET ratio 530/480, 1 h; inhibition, % at 20 µM; actives 0.46% (n = 220,000); AID 1496;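 active = inhibition over about 50% at 20 µM in the single-dose screen, limit read from the data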;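 also: 0% = DMSO wells and 100% = excess unlabeled CBFb competitor control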
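Assay system: Cerulean-Runt domain / Medium: Tris 50 mM pH 7.5, KCl, K2SO4, 0.01% BSA / Timing: protein complex preformed 1 h, compound exposure 1 h, room temperature, dark / Measured by: FRET, excitation 422 nm, emission at 530 and 480 nm / Evaluation: loss of energy transfer signal / Control set: 5 µM unlabeled CBFb as full-inhibition high control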
hK5 inh = inhibitors of human kallikrein 5. actives 0.59% (n = 210,000). AID 873. inhibition, % at 5 µM. recombinant hK5, fluorogenic AMC substrate cleavage;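 active = inhibition of 40% or more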;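 also: 0% = enzyme controls without compound and 100% = no-enzyme blanks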
Target sequence (Q9Y337 67-293 limits assumed): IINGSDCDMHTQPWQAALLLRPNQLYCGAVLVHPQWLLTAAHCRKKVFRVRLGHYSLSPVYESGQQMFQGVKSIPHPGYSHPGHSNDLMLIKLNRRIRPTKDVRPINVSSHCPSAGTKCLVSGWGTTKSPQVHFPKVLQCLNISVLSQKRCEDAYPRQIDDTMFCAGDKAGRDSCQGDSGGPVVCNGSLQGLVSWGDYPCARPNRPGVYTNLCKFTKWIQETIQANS
Runt-SMMHC FRET = blocks binding of human RUNX1 Runt domain to CBFb-SMMHC | inhibition, % at 20 µM | AID 1434 | actives 0.74% (n = 220,000) | Q01196+Q13951 | Cerulean-Runt/Venus-CBFb-SMMHC FRET ratio 530/480, 1 h;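 active = mean inhibition across duplicate retests at 20 µM reaching about 50%, limit read from the data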;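 also: 0% = DMSO wells and 100% = wells with excess untagged CBFb-SMMHC; inhibitors lower the FRET ratio by blocking Runt binding to CBFb-SMMHC; some results filed as inactive read as strong as hits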
Wee1 degr inh = human Wee1 degradation inhibition, primary screen | P30291 | HeLa Luc-Wee1K328M stability, luciferase luminescence; 100% = proteasome inhibitor MG132 effect | reporter increase, % at 5 µM | actives 1.2% (n = 220,000);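 active = activation above the mean of all tested compounds plus 3 SD, set per screening run, cut at about 8.8% in these data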;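 also: cells exposed to compound for 20 h before luminescence read; 0% = DMSO alone and 100% = MG132 at 30 µM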
thrombin 1536 = blocks human thrombin protease activity; alpha-thrombin, Boc-VPR-AMC fluorogenic substrate cleavage; P00734; inhibition, % at 5 µM; actives 0.26% (n = 220,000); AID 1046;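 active = inhibition at or above 40%; inactive = inhibition below 40%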;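 also: 0% = enzyme with no compound and 100% = wells without enzyme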
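System – human alpha-thrombin protein · Reagent – Boc-VPR-AMC substrate, 15 µM final · Compound – 5 µM single dose in 0.2% DMSO · Schedule – reaction at room temperature · Technique – AMC fluorescence at 355 nm excitation and 460 nm emission · Read-out basis – % inhibition relative to enzyme controls and enzyme-free blanks · Control set – no-compound enzyme wells and no-enzyme blanks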
14-3-3 Bad PPI = disrupts binding of bovine 14-3-3 zeta to phospho-Bad peptide; AID 781; inhibition, % at 21.7 µM; TR-FRET 14-3-3zeta/Dy647-pBad peptide displacement, 1 h; actives 0.71% (n = 220,000); P63103;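 active = inhibition above about 70%, limit read from the data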;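 also: 0% = full 14-3-3 plus peptide FRET controls and 100% = background without 14-3-3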
Target sequence (P63103 whole entry, looked up): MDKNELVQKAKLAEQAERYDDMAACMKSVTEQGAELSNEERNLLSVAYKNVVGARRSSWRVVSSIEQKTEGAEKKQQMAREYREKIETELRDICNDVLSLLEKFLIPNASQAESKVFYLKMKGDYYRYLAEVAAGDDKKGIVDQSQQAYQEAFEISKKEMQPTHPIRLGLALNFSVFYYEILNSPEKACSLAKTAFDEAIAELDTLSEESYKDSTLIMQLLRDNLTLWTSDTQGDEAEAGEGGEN
FXIIa inh = blocks human coagulation factor XIIa protease activity; inhibition, % at 5 µM; actives 0.3% (n = 220,000); purified FXIIa, Boc-QGR-AMC fluorogenic substrate, 2 h; P00748; in the data active = inhibition above about 40%;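 also: 0% = enzyme with no compound and 100% = blank without enzyme; many of its hits are not listed in these tables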
Hck Nef HTS = inhibitors of human Hck kinase activated by Nef; P08631; Recombinant Hck-YEEI plus Nef, Z-Lyte FRET kinase assay; inhibition, % at 20 µM; actives 0.68% (n = 220,000);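 active = Hck-Nef kinase inhibition above about 50%, limit read from the data; inactive = inhibition below that limit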;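 also: 0% = DMSO with Hck plus Nef and 100% = Hck alone without Nef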
Target sequence (P08631 whole entry, looked up): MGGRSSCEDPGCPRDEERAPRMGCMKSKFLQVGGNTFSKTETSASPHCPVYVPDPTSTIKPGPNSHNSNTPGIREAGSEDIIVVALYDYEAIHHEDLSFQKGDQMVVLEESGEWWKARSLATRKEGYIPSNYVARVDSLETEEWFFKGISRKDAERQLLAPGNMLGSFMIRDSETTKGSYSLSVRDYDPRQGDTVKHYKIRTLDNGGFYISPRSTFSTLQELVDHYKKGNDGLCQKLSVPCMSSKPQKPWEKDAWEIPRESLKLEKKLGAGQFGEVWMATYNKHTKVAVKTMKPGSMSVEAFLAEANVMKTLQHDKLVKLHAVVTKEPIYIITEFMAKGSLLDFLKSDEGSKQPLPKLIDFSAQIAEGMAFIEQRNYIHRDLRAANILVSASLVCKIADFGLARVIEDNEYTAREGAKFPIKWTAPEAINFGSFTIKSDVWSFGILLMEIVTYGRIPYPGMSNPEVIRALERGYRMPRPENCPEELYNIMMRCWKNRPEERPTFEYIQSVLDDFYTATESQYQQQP
An asterisk follows results filed as active; x = no result given; [ ] = remark or other dose.

SMILES	FXIa inh 1536	Runt-CBFb FRET	hK5 inh	Runt-SMMHC FRET	Wee1 degr inh	thrombin 1536	14-3-3 Bad PPI	FXIIa inh	Hck Nef HTS
CC(=O)c1cc(C#N)c(Oc2cc(C)cc(C)c2)nc1C	-1	-2	4	1	-2	-1	-14[fluorescence artefact?]	13	0
O=c1c2ccccc2ncn1Cc1cccc2ccccc12	-1	2	3	-7	2	1	-2	10	4
CC(=O)c1cccc(CN2CCN(C3CCCCC3)C(CCO)C2)c1 (stereo not drawn)	2	2	-2	-5	-3	-6	-1	7	2
COCCNC(=O)c1cc2c(=O)n3cccc(C)c3nc2n(Cc2ccncc2)c1=N	-19	12	-94	40	-2	-20	-1	-26	151*
Nc1cc(N)nc(SCC(=O)c2ccc3c(c2)NC(=O)CO3)n1	-4	3	0	2	0	7	-6	5	17
CCOC(=O)C1CCN(C(=O)COc2cccc(C)c2)CC1	2	-1	1	0	-3	-3	-1	4	4
CN(CCCNC(=O)c1ccc(N2CCCC2=O)cc1)c1ccccc1	12	0	-2	-2	0	3	-11	16	1
Cc1nnc(NC(=O)C2CCCN(S(=O)(=O)Cc3ccccc3)C2)s1 (stereo not drawn)	9	0	8	0	1	0	-2	20	-18
O=C(Nc1nc(-c2ccc(Cl)cc2Cl)cs1)C1CCCO1 (stereo not drawn)	-8	-4	-10	-3	8	-9	-11	6	-2
Cc1ccc(S(=O)(=O)/N=S(/C)c2ccccc2)cc1 (stereo not drawn)	1	-3	-17	-10	-2	3	-7[fluorescence artefact?]	14	0
COc1ccc(/C=C/C(=O)c2ccccc2)c(OC)c1	-3	-8	0	-27	7	4	-1	1	20
O=C(NCCN1CCc2ccccc2C1)C1CC(=O)N(C2CCCC2)C1 (stereo not drawn)	5	-1	2	-10	-3	0	8	73*	0
ClCc1csc(N/N=C/c2cccs2)n1	2	19	7	-4	-3	2	-4	11	9
O=C(Cc1ccc(Cl)cc1)Nc1ccccc1C(=O)Nc1ccc(C(=O)O)cc1	-2	1	7	-8	-4	-12	-12	9	21
O=C(C1CCCN(S(=O)(=O)c2ccccc2[N+](=O)[O-])C1)N1CCCC1 (stereo not drawn)	12	0	-9	-1	-2	1	-10[fluorescence artefact?]	2	2
NC(=O)C1CCN(C(=O)Cn2cccc2C(=O)c2ccccc2)CC1	15	1	-3	-2	-1	5	0	27	5
COc1ccc(-c2[nH]c(-c3ccc(F)cc3)nc2SCC(=O)NC2CCCC2)cc1	-3	-1	-21	-1	1	-5	4	-1	-5
O=C(O)CC1S/C(=N/N=C/c2ccc(-c3ccc(Cl)cc3[N+](=O)[O-])o2)NC1=O (stereo not drawn)	1	27	-3	14	0	0	-1[fluorescence artefact?]	20	1
CC1=CC(C)(C)N(C(=O)CN2C(=O)CCC2=O)c2ccc(C)cc21	1	0	1	1	-2	-1	-6	10	23
COc1cc(OC)c(OC)cc1/C=N/NC(=O)CC1C(=O)NN=C1C (stereo not drawn)	13	0	-31	2	-1	-14	3	12	-1

Shown with values under each structure: part of the list above.
Second line of a record: FXIa inh 1536, Runt-CBFb FRET, hK5 inh, Runt-SMMHC FRET, Wee1 degr inh, thrombin 1536, 14-3-3 Bad PPI, FXIIa inh, Hck Nef HTS
- O=C(Nc1nc(-c2ccc(Cl)cc2Cl)cs1)C1CCCO1 (stereo not drawn)
 : -8, -4, -10, -3, 8, -9, -11, 6, -2
- Cc1ccc(S(=O)(=O)/N=S(/C)c2ccccc2)cc1 (stereo not drawn)
 : 1, -3, -17, -10, -2, 3, -7[fluorescence artefact?], 14, 0
- COc1ccc(/C=C/C(=O)c2ccccc2)c(OC)c1
 : -3, -8, 0, -27, 7, 4, -1, 1, 20

The results go on:
SMILES	FXIa inh 1536	Runt-CBFb FRET	hK5 inh	Runt-SMMHC FRET	Wee1 degr inh	thrombin 1536	14-3-3 Bad PPI	FXIIa inh	Hck Nef HTS
COc1ccc(C(=O)COC(=O)CCc2ccccc2)cc1	0	0	-1	-2	-1	-1	2	7	19
O=C(C1=C[C@H](C2CC2)C[C@H](OCc2ccc(CO)cc2)O1)N1CCOCC1	-6	1	-1	2	0	-7	1	6	8
CC(=O)N1CCN=C1SCc1c(F)cccc1Cl	-3	0	-11	0	-3	11	4	3	17
Cc1ccc(NC(=O)N2CCC(NC(=O)C(C)(C)C)CC2)cc1	12	0	1	0	0	4	12	19	0
O=C(CN1CC(=O)Nc2ccccc21)NCCc1ccc(Cl)cc1Cl	15	x	-19	1	2	0	-3	-1	-4
Cc1csc(N(C)C(=O)CSc2nnc(COc3ccccc3C)o2)n1	-13	-2	1	0	0	-7	4[fluorescence artefact?]	14	1
O=C1NC(=S)S/C1=C/c1ccc(Oc2cnccn2)cc1	12	-6	-5	-3	-2	-1	-17	7	27
CCCNc1nc(OC(C(F)(F)F)C(F)(F)F)nc(OC(C(F)(F)F)C(F)(F)F)n1	-4	-2	0	-3	-2	-2	-7	11	-21
Cc1ccc2c(ccc[n+]2CC(=O)c2ccccc2)c1	-2	-3	-4	-1	-2	-8	3[fluorescence artefact?]	1	0
Cc1ccc(C(=O)NN2C(=O)C3C(C2=O)C2C=CC3C23CC3)cc1 (stereo not drawn)	-4	-1	-10	2	-3	2	-20	5	21
O=C(NN=C1CCN(Cc2ccccc2)CC1)c1cc(Br)ccc1O	2	0	-5	0	-3	2	-13	10	23
c1ccc2c(c1)OCC(c1nn3c(Cn4nnc5ccccc54)nnc3s1)O2 (stereo not drawn)	-2	39	-4	19	4	2	8	7	1
COc1cc(C(=O)Nc2nc(-c3ccc(C)cc3)cs2)ccc1OCC(=O)N1CCOCC1	3	0	-16	-2	0	-8	19	-2	-1
CNC(=O)CSc1nnc(-c2ccco2)n1-c1ccccc1OC	x	1	x	-5	-1	x	x	x	4
Cc1cc(C(=O)CSc2nnnn2-c2ccc(O)cc2)c(C)n1Cc1ccc2c(c1)OCO2	9	12	2	-4	-1	-2	-9	23	-8
CCCOc1ccc(C(=O)C(CCC(CNCC)C(=O)c2ccc(OCCC)cc2)CNCC)cc1 (stereo not drawn)	1	-3	-2	0	-1	-9	13	12	2
CNC(=O)c1csc(-c2ccc(C)cc2)n1	5	-2	-18	3	1	1	7	7	1
COc1ccccc1Oc1ccc(N/C=C/C(=O)c2ccc(C)o2)cc1	0	-18	-4	-60	3	-4	-8	4	-3
CC(C)C(C)NC(=O)COc1ccc(S(=O)(=O)N2CCOCC2)cc1[N+](=O)[O-] (stereo not drawn)	4	-2	-15	4	3	-11	2	12	5
COc1ccc(NC(=O)N[C@@H](CCSC)C(=O)O)cc1Cl	4	0	-24	0	2	2	-14[fluorescence artefact?]	17	2
COc1ccccc1C(=O)Nc1ccc2c(c1)nc1n2CCN(Cc2ccccc2)C1	-4	0	0	2	2	-3	-7	10	13
Cc1ccc(-n2c(SCC(N)=O)nc3c([nH]c4ccccc43)c2=O)cc1	3	-2	-11	1	2	-3	5	8	1
COCCNC(=O)Cn1cnc2sc(C)c(S(=O)(=O)N3CCC(C)CC3)c2c1=O	-2	-1	-1	-1	2	-2	13	12	0
COC(=O)c1ccc(CNC(=O)CSC2=NCCS2)cc1	-2	-2	-5	2	-3	-13	0	-3	28
Brc1cc(Br)c2nc(-c3cccs3)ccc2c1	1	0	14	0	0	0	-2[fluorescence artefact?]	10	-5
CC(C)N1CCC(N2CCN(Cc3ccc4nonc4c3)CC2CCO)CC1 (stereo not drawn)	2	2	5	1	-2	4	1	5	14
O=[N+]([O-])c1ccccc1N/N=C/c1c[nH]c2ccccc12	9	-4	4	-2	2	5	-13[fluorescence artefact?]	7	0
c1ccc(-c2nc(NCc3ccco3)c3ccccc3n2)nc1	5	3	-8	6	1	4	3[fluorescence artefact?]	22	2
COc1cc(OC)cc(C(=O)NC(=S)Nc2ccc(Cl)c(C(=O)O)c2)c1	6	1	-7	4	1	1	19	22	0
Cc1ccc(C(=O)N2N=C3c4ccccc4S(=O)(=O)N3[C@H]2N(C)C)cc1	-1	0	3	2	-3	-2	-5	14	22
CC(=O)NNc1ncnc2c1cnn2-c1ccc(C)c(Cl)c1	-1	1	-1	3	-1	-2	-7	12	23
Brc1cc2[nH]cnc2c2ccccc12	-12	0	-29	-2	5	1	-1	3	14
CCOC(=O)c1c(C)oc2ccc(NS(=O)(=O)c3cccs3)cc12	4	-2	-6	5	0	0	-4	8	-1
O=c1c2c(nc3nc(COc4ccccc4)[nH]n13)CCC2	-6	2	-3	-2	0	-8	1	-7	7
Cc1noc(C)c1S(=O)(=O)Nc1ccc(O)c2c(=O)cc(-c3ccccc3Cl)oc12	2	0	4	2	x	3	-5	12	27
Cc1ccc(-c2noc(C3CCN(S(=O)(=O)c4ccc5c(c4)OCCO5)CC3)n2)o1	0	-1	-15	-2	2	-2	-19	11	2
COCCCn1c(Cc2csc(Nc3cccc(Cl)c3)n2)nnc1SCC(=O)OC1CCCCC1	4	-4	-1	-6	1	-1	-1	8	1
COc1ccc(NC(=S)NCCc2ccccc2)c(OC)c1	-11	0	-25	1	3	-11	-31[fluorescence artefact?]	-22	3
O=C1OC(c2ccccc2)=N/C1=C\N1CCCCC1	7	-1	0	3	-2	6	-3	14	0
CC1CCCN(C(=O)Cn2nnc(-c3cccnc3)n2)C1 (stereo not drawn)	2	-2	2	0	1	-3	2	11	2
C/C(CC(=O)Nc1ccc(Cl)cc1C(F)(F)F)=N\NC(=O)c1cccs1	-4	14	-3	-2	3	-7	-1	2	6
O=C(NC(C(=O)c1ccccc1)n1cnccc1=O)c1ccccc1 (stereo not drawn)	1	-2	-2	0	-2	1	3	14	1
Cc1cc(C)c2c3c(sc2n1)C1(CCSCC1)C(C#N)=C(N)O3	6	1	-1	-8	-2	2	6	16	0
Cc1cc(C)c(NC(=O)C2CCC(=O)N2)c(C)c1 (stereo not drawn)	-1	-1	12	-2	-3	-1	-3	4	18
Cc1ccc(S(=O)(=O)N(C)CC(=O)NC2CCCC2)cc1	-3	2	-2	-1	0	-2	10[fluorescence artefact?]	11	6
COc1ccccc1NS(=O)(=O)c1cccc(C(=O)N/N=C/c2ccc(OCC(=O)O)cc2)c1	-2	-1	-2	4	-1	-2	3	7	2
Nc1cccc(/C=C/C(=O)O)c1	1	3	0	-1	-2	1	-2	9	16
O=C(CC1(O)C(=O)N(CN2CCOCC2)c2ccccc21)c1ccccc1 (stereo not drawn)	5	1	-3	4	4	2	9	12	1
CCOC(=O)c1c(C)nc(C(Cl)(Cl)Cl)nc1N	6	-1	7	-8	2	8	24	6	-10
CCC(=O)N1CCc2cc(Br)cc(S(=O)(=O)NCC3CCCO3)c21 (stereo not drawn)	1	-1	-1	-38	4	-1	27	12	-4
Fc1cc(Cl)ccc1NC(=S)NCCN1CCOCC1	-4	1	-3	5	1	-3	-3	6	-9
O=C(CSc1nn(-c2ccccc2)c(=S)s1)NC(=O)NCc1ccco1	5	8	-9	-9	-2	5	3	9	-14
O=C(COC(=O)c1cc2ccccc2cc1O)Nc1cccnc1Cl	8	-3	-19	-2	0	-9	4	10	5
COC(=O)c1ccc(C)c(NC(=O)C2COc3ccccc3O2)c1 (stereo not drawn)	-8	2	-1	-2	-2	-5	3	-3	-4
